aSyn tox rescue – alpha-synuclein toxicity suppression in yeast; Potency, µM (series often up to 46.1 µM), without a hit: top-dose growth rescue (activation), most hits filed as activators; S. cerevisiae alpha-synuclein toxicity rescue, BacTiter-Glo growth, 24 h; 94,000 tested, 0.02% active; active = well fitted activation curve with a large enough effect; also: 0% is about no effect
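Growth restoration measured by BacTiter-Glo luminescence after 24 hr at 30 deg C; alpha-synuclein yeast, raffinose-pregrown to mid-log, were added at OD600=0.02 in galactose medium onto pinned compounds.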
The depositor's hits bear a star. Potency is read from the fitted curve at half-maximal effect.

| compound | aSyn tox rescue |
| --- | --- |
| CNC(=O)C1CCC(Cn2c(=O)c3sccc3n(CC(=O)N3CCCCC3C)c2=O)CC1 (stereo not given) | -5.7% |
| COC(=O)c1ccccc1NN=Nc1ccccc1[N+](=O)[O-] | 13.6% |
| COc1ccc(NC(=O)Cc2coc3cc(C)cc(C)c23)c(OC)c1 | -2.2% |
| Cc1ccc(C)c(N(C)C(=O)c2cc3c(=O)[nH]c4ccc(C)cc4c3s2)c1 | 0.8% |
| Cc1cc(NC(=O)c2noc3c2CCc2ccccc2-3)no1 | -1.3% |
| CCCS(=O)(=O)NCCc1sc2nc(-c3ccc(F)cc3)nn2c1C | 4.0% |
| CCOC(=O)N1CCN(S(=O)(=O)c2ccc(C(=O)NNc3nc4cc(C)cc(C)c4s3)cc2)CC1 | 3.2% |
| O=C(CNC(=O)c1ccc(F)cc1)OCc1cc(=O)n2ccsc2n1 | -2.4% |
| CC1=C(C(N)=O)C(c2cccc(O)c2)n2ncnc2N1 (stereo not given) | -4.0% |
| COc1ccc2c(c1)CC(C(=O)NCCN1CCN(c3cccc(Cl)c3)CC1)CO2 (stereo not given) | 10.8% |
| COc1ccc(COC(=O)C2=C(C)NC(=O)CC2c2cccc(Cl)c2Cl)cc1 (stereo not given) | 2.0% |
| CC(=O)N1CCN(S(=O)(=O)c2cccc(C(=O)N(Cc3ccccc3)c3cccc(C)c3)c2)CC1 | -8.2% |
| CCCN(CC(=O)Nc1ccc(F)c(F)c1F)C(=O)c1ccc2c(=O)n3c(nc2c1)CCC3 | 5.7% |
| COc1ccc(Cn2ccc3nc(C)c(C(=O)Nc4cc(C)cc(C)c4)cc3c2=O)cc1 | 8.0% |
| CCOc1ccc(CCNC(=O)c2cc(S(=O)(=O)N3CCOCC3)ccc2C)cc1OCC | -1.5% |
| COc1cccc2cc(C(=O)Nc3ccc(F)c(F)c3)c(=O)oc12 | -8.2% |
| COc1ccc(-c2noc(CNC(=O)c3ccc4c(c3)OCO4)n2)cc1 | -8.9% |
| Cc1ccc(C)c(OCCC(=O)OCC(=O)c2ccc3c(c2)NC(=O)CO3)c1 | 1.8% |
| CCN(CC)S(=O)(=O)c1ccc(C(=O)Nc2ccc3c(c2)OCO3)cc1 | -7.2% |
| O=Cc1ccc(OCC(=O)NCC2CCCO2)cc1 (stereo not given) | -4.1% |
| COc1ccc(-n2nc(C(=O)NCCc3ccc(OC)c(OC)c3)c3c4ccccc4n(C)c3c2=O)cc1 | -20.3% |
| Cc1ccc(C(=O)NC2CCS(=O)(=O)C2)cc1S(=O)(=O)N1CCCCCC1 (stereo not given) | -13.6% |
| CCC(Cc1ccccc1)NC(=O)CN1C(=O)COc2ccc(S(=O)(=O)N3CCCCCC3)cc21 (stereo not given) | 3.3% |
| Nc1[nH]n2c(=O)cc(-c3ccccc3)nc2c1N=Nc1ccc(S(N)(=O)=O)cc1 | 2.9% |
| CCOc1ccc(CCNC(=O)c2cc3c(=O)n(C)c4ccccc4c3n2C)cc1 | -4.7% |
| O=C(O)/C=C/C(=O)N1CCN(c2ccc(F)cc2)CC1 | 0.1% |
| COc1ccc(C(=O)NCCCc2nc3ccccc3n2Cc2cc(C)ccc2C)cc1OC | 10.6% |
| COc1ccc(C2(C)NC(=O)N(CC(=O)NCc3ccccc3)C2=O)cc1OC (stereo not given) | -0.3% |
| COc1ccc(OC)c(CNS(=O)(=O)c2cc(-c3onc(C)c3C)ccc2C)c1 | 3.9% |
| C[C@H]1CN([C@@H](C)CO)C(=O)c2cc(-c3cccc(F)c3)cnc2O[C@@H]1CN(C)S(C)(=O)=O | 5.1% |
| COC(=O)c1ccccc1S(=O)c1snnc1C (stereo not given) | 1.7% |
| Cc1cccc(C)c1NC(=S)/N=C/N(C)C | -5.6% |
| NC(=O)c1nn(Cc2ccccc2)c(=O)c2ccccc12 | -4.5% |
| CCOC(=O)c1ccc(Cl)c(S(=O)(=O)N2CCCC2)c1 | 3.6% |
| COc1cc(NC(=O)C(CC(C)C)NS(=O)(=O)c2ccc3c(c2)CCN3C(C)=O)cc(OC)c1 (stereo not given) | 6.7% |
| Cn1cc(S(=O)(=O)Nc2ccc(F)c(Cl)c2)c(=O)n(C)c1=O | 1.3% |
| CC(=O)c1ccc(NC(=O)CCc2c(C)nc3c(c2C)c(=O)n(C)c(=O)n3C)cc1 | -2.1% |
| COc1ccc(CNC(=O)Cn2c(=O)oc3cc(S(=O)(=O)N4CCCC4)ccc32)cc1 | -8.0% |
| CCc1ccccc1NC(=O)CCCSc1nc(-c2ccco2)cc(C(F)(F)F)n1 | 8.1% |
| Cc1ccccc1C(=O)Nc1nc2c(s1)CC(C(C)(C)C)CC2 (stereo not given) | -28.6% |
| COc1ccc(OCC(=O)Nc2ccc(C(=O)OCc3cc(=O)n4nc(C)sc4n3)cc2)cc1 | -8.3% |
| O=C(O)C1=C(OCc2ccc(F)c(F)c2)C(=O)NCC1 | 3.5% |
| Cc1ccc(-c2nc3ccc(Br)cn3c2CC(C)(C)C)cc1 | -11.8% |
| O=C(COc1ccc(Cl)cc1Cl)Nc1cccc2cccnc12 | -5.8% |
| CC(C)COc1ccc(C(=O)N/C(=C\c2cccc([N+](=O)[O-])c2)C(=O)O)cc1 | -6.8% |
| Cc1ccc(S(=O)(=O)Nc2cc3c(C(=O)OCc4ccccc4)c(C)oc3c3ccccc23)cc1 | 3.7% |
| Cc1ccc2nc(N)nnc2c1 | 10.2% |
| Cc1ccccc1NC(=O)CCn1nc(-c2ccccc2)c2ccccc2c1=O | 3.6% |
| CCc1ccc(C2c3c(oc4ccc(F)cc4c3=O)C(=O)N2CCc2ccc(OC)cc2)cc1 (stereo not given) | 4.2% |
| CC(C)(C)c1ccc(Oc2nc3ccccn3c(=O)c2/C=C(\C#N)c2nc3ccccc3[nH]2)cc1 | -9.7% |
| Cc1ccc(OCCCn2c(-c3ccc(Cl)cc3)nc3ccccc3c2=O)c(C)c1 | 0.8% |
| Clc1ccc2c(c1)-c1ccccc1C1=NCCN12 | -0.4% |
| CC(C)CCNC(=O)c1cc(Sc2ccc(F)cc2F)nc2ccccc12 | 2.9% |
| O=C(NCc1ccccc1Cl)c1ccc2c(c1)SC1=NS(=O)(=O)CCN12 | -6.1% |
| Cc1nn(-c2ccccc2)c(C)c1NC(=O)COC(=O)[C@@H](NC(=O)c1ccccc1)C(C)C | -12.9% |
| O=S(=O)(Nc1nccs1)c1ccc(NCc2cc(Br)cc(Br)c2O)cc1 | -5.4% |
| COc1ccc(CCn2c3c(c(=O)[nH]c2=O)C(NC(=O)c2ccc(C(C)(C)C)cc2)(C(F)(F)F)C(=O)N3)cc1OC (stereo not given) | 9.7% |
| COc1ccc(CN(Cc2cccn2C)S(=O)(=O)c2cccc(C(F)(F)F)c2)cc1 | 5.1% |
| Cc1cc(NC(=O)CSCC(=O)Nc2ccccc2OC(F)F)no1 | -7.8% |
| CCOC(=O)C1CCN(C(=O)c2ccc(Cl)c(NC3=NC4CS(=O)(=O)CC4S3)c2)CC1 (stereo not given) | -0.2% |

Some of these compounds in order of SMILES length, highest first:
| compound | aSyn tox rescue |
| --- | --- |
| Cc1ccc(S(=O)(=O)Nc2cc3c(C(=O)OCc4ccccc4)c(C)oc3c3ccccc23)cc1 | 3.7% |
| CCc1ccc(C2c3c(oc4ccc(F)cc4c3=O)C(=O)N2CCc2ccc(OC)cc2)cc1 (stereo not given) | 4.2% |
| O=C(COc1ccc(Cl)cc1Cl)Nc1cccc2cccnc12 | -5.8% |

Next records
| compound | aSyn tox rescue |
| --- | --- |
| CN(C(=O)CSc1nnc(COc2ccccc2F)n1N)C1CCCCC1 | 7.8% |
| CCCCC(=O)Nc1ccc(OCc2cc(=O)n3c(C)csc3n2)cc1 | -11.3% |
| COc1ccc(N2CCN(S(=O)(=O)c3c(C)nc4sc(C)cn4c3=O)CC2)cc1 | 7.4% |
| O=C(CSc1nc2cc(C(=O)NC3CCCC3)ccc2c(=O)n1CC1CCCO1)c1cccc(Cl)c1 (stereo not given) | 10.2% |
| CCC(CC)NC(=O)COc1ccc(OC)cc1C=O | -6.5% |
| Cc1ccc(S(=O)(=O)c2nnn3c2nc(N2CCOCC2)c2sccc23)cc1C | 0.1% |
| CCN(CC)C(=O)Cn1c(=O)n(CCCCCC(=O)NCc2ccc(C)cc2)c(=O)c2sccc21 | 9.1% |
| Cc1ccc(CNc2ncnc3c2c(-c2ccccc2)cn3-c2cccc(Cl)c2)cc1 | -0.9% |
| COc1cc(NC(=O)COc2ccc(Cl)cc2)ccc1NC(=O)C(C)C | -7.2% |
| CCc1ccc(/C=C2\SC(=S)N(CCCC(=O)N3CCCC3)C2=O)cc1 | 3.5% |
| Cc1ccc(NC(=O)C(C)OC(=O)Cn2cnc3ccccc3c2=O)cc1 (stereo not given) | -3.9% |
| Cc1cc(C(=O)NCCCN2CCN(c3cc(Cl)ccc3C)CC2)n(-c2ccccc2)n1 | 1.2% |
| COc1ccccc1CNC(=O)COc1ccc([N+](=O)[O-])cc1 | 8.9% |
| CCCCN(CC)C(=O)Nc1ccc2c(c1)N(C)C(=O)c1ccccc1S2 | -5.7% |
| O=C(CSc1n[nH]c(-c2ccc(F)cc2)n1)NCCc1ccccc1 | -0.3% |
| COC(=O)c1ccccc1NC(=O)Cn1c(=O)n(-c2cccc(C(F)(F)F)c2)c(=O)c2c(C)c(C)sc21 | -5.5% |
| COc1ccc(CC(=O)N(C)Cc2cccc(F)c2)cc1S(=O)(=O)N1CCOCC1 | 2.7% |
| CCOC(=O)C(C)Oc1ccc2c(-c3cccc([N+](=O)[O-])c3)cc(=O)oc2c1 (stereo not given) | 1.6% |
| Cc1cccc(N(C)S(=O)(=O)c2ccc(-c3cc(C)no3)s2)c1 | 20.5% |
| CCc1nnc(NC(=O)CSc2ccc(-c3cccs3)nn2)s1 | -11.0% |
| COCCNC(=S)NNC(=O)CSCc1ccc(Cl)cc1Cl | 1.5% |
| CCOc1ccc(/C=N/NC(=O)c2cc(-c3cccn3C)n[nH]2)cc1 | 4.4% |
| N#Cc1cc2c(nc1SC1CC(=O)N(c3ccccc3)C1=O)CCC2 (stereo not given) | 4.3% |
| CCc1ccccc1NC(=O)C(C)n1nc(-c2ccc(C)c(C)c2)ccc1=O (stereo not given) | 8.7% |
| Cc1ccc(CNc2nc3c(S(=O)(=O)c4ccccc4)nnn3c3ccsc23)cc1 | -11.9% |
| CC1CN(C(=O)CCC(=O)NCc2ccccn2)c2ccccc2O1 (stereo not given) | 5.0% |
| Cc1nn2c(-c3cccc(NC(=O)c4ccc(Cl)cc4)c3)nnc2c2ccccc12 | -5.5% |
| O=C(COC(=O)c1ccc(F)cc1F)Nc1ccc2c(c1)OCO2 | -4.2% |
| O=C(CCC1CCCC1)NCCS(=O)(=O)N1CCN(c2ccccc2F)CC1 | 12.7% |
| CCSc1nc(C)c(C)c(=O)[nH]1 | 7.5% |
| COCCCn1c(SCC(=O)N2CCOCC2)nc2ccccc2c1=O | 2.9% |
| CC(C(=O)Nc1ccccc1)N(C)Cc1cccs1 (stereo not given) | 3.8% |
| COc1ccc(NC(=O)Cn2ncc3c2-c2ccccc2OC3)cc1Cl | -10.9% |
| COC(=O)c1cc(NC(=O)C2CC(=O)NC(=NCc3ccc(OC)cc3)S2)cc(C(=O)OC)c1 (stereo not given) | -3.8% |
| Cn1c(SCc2cc(=O)c3cc(Cl)ccc3[nH]2)nnc1-c1ccccc1 | -1.9% |
| COc1ccc(C(CNC(=O)COc2ccc(C)cc2)N2CCCCC2)cc1 (stereo not given) | -1.8% |
| Cc1csc2nc(COC(=O)c3cccc(NC(=O)COc4ccccc4Cl)c3)cc(=O)n12 | -9.3% |
| COc1ccccc1N1CCN(S(=O)(=O)c2ccc3c(c2)CCCN3C(C)=O)CC1 | 7.5% |
| COCc1ccc(CN2CCC(n3nccc3NC(=O)c3ccc4c(c3)OCO4)CC2)o1 | -6.0% |
| CCN(CC)S(=O)(=O)c1ccc(C(=O)NC2=NCCS2)cc1 | 3.2% |
| O=C(COC(=O)c1cccc(NC(=O)c2ccc(Br)cc2)c1)c1ccc(Cl)cc1 | -0.3% |
| COCCN(CCOC)c1ncnc2c1c(-c1ccccc1)cn2-c1ccc(C)c(Cl)c1 | -11.5% |
| CCOc1ccc(S(=O)(=O)N(CC(=O)NCCSc2ccccc2)c2ccccc2)cc1 | -5.6% |
| COc1ccc(C(=O)CSc2nc3cc(C(=O)NC4CCCC4)ccc3c(=O)n2CC2CCCO2)cc1 (stereo not given) | 2.0% |
| COc1ccc(OC)c(CCNC(=O)Cn2nc(C)n3c(cc4sccc43)c2=O)c1 | -3.2% |
| COc1ccc(N2CC(C(=O)NC3CCSC3=O)CC2=O)cc1 (stereo not given) | 3.7% |
| O=C(Cn1c(-c2cccs2)cc2cc(F)ccc21)N1CCN(c2cccc(Cl)c2)CC1 | 4.3% |
| COc1cccc(-c2oc3ccc(C)cc3c(=O)c2O)c1 | 0.9% |
| Cc1ccc2oc(=O)n(CCNC(=O)Nc3ccc(C)c(F)c3)c2c1 | -3.5% |
| COc1ccc(CNC(=O)CS(=O)Cc2nc(-c3ccc(OC)c(OC)c3)oc2C)cc1 (stereo not given) | -0.2% |
| Cc1ccccc1CNC(=O)c1cnc2sc(N3CCC(C)CC3)nn2c1=O | -1.3% |
| CCC(=O)N1c2ccc(S(=O)(=O)CCC(=O)NCc3ccc(OC)cc3)cc2CC1C (stereo not given) | -1.3% |
| Cc1ccc(C)c(NC(=O)Cn2c(=O)n(Cc3ccc4c(c3)OCO4)c(=O)c3ccccc32)c1 | 0.1% |
| CCCCN(C(=O)COC(=O)c1sccc1C)c1c(N)n(CCC)c(=O)[nH]c1=O | 6.4% |
| Cc1ccc(S(=O)(=O)N(C)C)cc1NC(=O)COC(=O)COc1ccc2c(c1)CCC2 | -17.0% |
| CCCCN(CC)C(=O)CSc1nc2n[nH]c(C)c2c(=N)n1-c1ccc(CC)cc1 | -5.3% |
| C[C@H](CO)N1C[C@H](C)[C@@H](CN(C)S(=O)(=O)c2ccc(Oc3ccccc3)nc2)OCc2cn(nn2)CCCC1=O | 1.7% |
| N#C/C(=C\c1cc(Br)c(O)c(Br)c1)c1nc2ccccc2c(=O)[nH]1 | 1.3% |

Bioassay records from PubChem.

Some of the compounds tested; rates above refer to the full screens.
